STK33 kinase inh – inhibitors of purified STK33 kinase, primary screen, biochemical, ADP-Glo luminescence, homogeneous, cell-free | hit rate 0.073% among 320,000 | Serine/threonine-protein kinase 33 (Homo sapiens), Q9BYT3 | inhibition, % at 10 µM | MBP phosphorylation;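 active = inhibition at or above 25%, using the most active replicate where run in duplicate; inactive = inhibition below 25%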
Target sequence (Q9BYT3 whole entry, looked up): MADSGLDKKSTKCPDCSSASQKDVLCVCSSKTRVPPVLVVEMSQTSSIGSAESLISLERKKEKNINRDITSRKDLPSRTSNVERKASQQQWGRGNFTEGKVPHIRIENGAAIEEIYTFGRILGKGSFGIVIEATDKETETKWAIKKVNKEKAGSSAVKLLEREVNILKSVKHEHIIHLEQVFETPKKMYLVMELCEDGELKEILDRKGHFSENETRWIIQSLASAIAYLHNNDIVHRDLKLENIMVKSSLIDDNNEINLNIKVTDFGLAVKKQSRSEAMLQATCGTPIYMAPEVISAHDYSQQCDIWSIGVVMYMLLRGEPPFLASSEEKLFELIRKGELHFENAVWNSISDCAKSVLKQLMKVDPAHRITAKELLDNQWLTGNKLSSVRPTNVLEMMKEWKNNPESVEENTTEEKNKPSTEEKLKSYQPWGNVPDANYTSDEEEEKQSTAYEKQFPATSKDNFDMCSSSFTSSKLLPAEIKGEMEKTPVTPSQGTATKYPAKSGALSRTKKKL
OX1R antag – antagonists of human orexin 1 receptor (OX1R) | Orexin/Hypocretin receptor type 1 (Homo sapiens), O43613 | inhibition, % at 6.6 µM | OX1R-expressing cells, FRET antagonist read-out | hit rate 1.8% among 330,000; in the data active = inhibition mostly above about 38%, no sharp cut-off; inactive = mostly below about 40%;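 also: 0% = agonist challenge alone and 100% = reference antagonist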
Target sequence (O43613 whole entry, looked up): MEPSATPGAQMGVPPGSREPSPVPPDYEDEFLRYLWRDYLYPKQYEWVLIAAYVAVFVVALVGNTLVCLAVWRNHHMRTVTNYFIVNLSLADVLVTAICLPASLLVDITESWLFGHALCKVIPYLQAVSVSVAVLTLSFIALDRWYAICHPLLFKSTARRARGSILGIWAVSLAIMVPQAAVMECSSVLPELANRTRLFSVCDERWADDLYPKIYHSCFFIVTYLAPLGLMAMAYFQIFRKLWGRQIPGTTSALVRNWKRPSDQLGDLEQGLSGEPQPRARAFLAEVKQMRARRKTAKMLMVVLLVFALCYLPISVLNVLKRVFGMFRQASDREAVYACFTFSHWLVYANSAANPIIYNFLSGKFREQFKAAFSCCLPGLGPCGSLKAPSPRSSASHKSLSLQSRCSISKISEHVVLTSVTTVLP
The depositor's hits bear a star; / = not tested or not shown.

Each structure is followed by: STK33 kinase inh | OX1R antag
1. CCCCSc1nnc(-c2c[nH]c3ccccc23)n1C
    -1.6 | 19.5
2. O=C(NCC1CCCO1)c1cc(NS(=O)(=O)c2cccs2)cc(NS(=O)(=O)c2cccs2)c1 (stereo unspecified)
    -0.2 | 6.6
3. O=C(c1ccccc1)C(C(=O)N1CCCCC1)n1ccccc1=O (stereo unspecified)
    0.3 | 6.4
4. CCOc1ccc(C(=O)NC(C(=O)NCCc2ccc(OC(F)F)cc2)C(C)C)cc1 (stereo unspecified)
    -0.6 | 11.0
5. COc1ccc(C)cc1NC(=O)CN1CCCC1c1ccc2c(c1)OCCCO2 (stereo unspecified)
    -0.8 | 28.4
6. CCc1cccc(C)c1NC(=O)c1ccc2c(c1)CCN2S(C)(=O)=O
    -1.2 | -3.7
7. O=C(c1cc(-c2ccncc2)nc2ccc(Cl)cc12)N1CCN(C(=O)C2CCCO2)CC1 (stereo unspecified)
    0.6 | 38.2
8. CCCCNC(=O)c1cn(CC)c2cc(N3CCN(C(=O)c4ccco4)CC3)c(F)cc2c1=O
    -0.2 | 2.3
9. Cc1ccccc1CSc1ccc(S(=O)(=O)N2CCCC2)cn1
    -1.3 | 3.6
10. O=C(COC(=O)/C=C/c1ccc([N+](=O)[O-])cc1)NNC(=O)c1ccccc1
    -1.0 | 25.4

(next part)
Each structure is followed by: STK33 kinase inh | OX1R antag
11. COCC(=O)Nc1nnc(-c2cccs2)s1
    0.9 | 9.2
12. COc1cc(C(=O)OCC(=O)Nc2ccc3c(c2)OC(F)(F)O3)ccc1OCc1c(C)noc1C
    -4.1 | 8.5
13. Cc1ccc[n+](CC(=O)/C=C2\N(C)c3ccccc3C2(C)C)c1
    -1.2 | -3.1
14. CN1C(=O)N(C)C2(c3ccccc3)N(C)C(=O)NC12c1ccccc1 (stereo unspecified)
    0.6 | 4.5
15. COc1ccc(Cn2c(=O)cc(C)[nH]c2=S)cc1
    0.9 | 18.3
16. N#Cc1ccc(S(=O)(=O)N2CCN(C(=O)[C@@H]3CCCN3C(=O)c3cccs3)CC2)cc1
    0.5 | 1.1
17. COc1ccc(-c2cnc(SCCNC(=O)c3ccc4c(c3)OCO4)[nH]2)cc1
    0.1 | 14.8
18. CCN1CCN(C(=O)Cn2ncc3c([nH]c4ccccc43)c2=O)CC1
    -2.6 | 1.7
19. O=C(Nc1nccs1)c1ccccn1
    -2.6 | -45.9
20. COc1ccc(C)cc1-n1nnnc1SCC(=O)NC1CC1
    -0.4 | 1.2

Part of the list above in order of molar mass, ascending.
Each structure is followed by: STK33 kinase inh | OX1R antag
11. COCC(=O)Nc1nnc(-c2cccs2)s1
    0.9 | 9.2
20. COc1ccc(C)cc1-n1nnnc1SCC(=O)NC1CC1
    -0.4 | 1.2
14. CN1C(=O)N(C)C2(c3ccccc3)N(C)C(=O)NC12c1ccccc1 (stereo unspecified)
    0.6 | 4.5

New compounds follow
Each structure is followed by: STK33 kinase inh | OX1R antag
21. O=C(NN1C(=O)c2ccccc2NC1c1cccnc1)c1ccccc1 (stereo unspecified)
    5.3 | 27.2
22. CC(=O)c1cccc(NC(=O)COc2ccc(S(=O)(=O)N3CCCCC3)cc2)c1
    0.3 | 33.5
23. Cc1ccsc1C(=O)NN=C1CCCCCC1
    -0.5 | 20.3
24. Cc1ccc(/C=N/Nc2nnc(Cl)c3ccccc23)cc1
    -4.7 | 21.6
25. CCOC(=O)NC(=O)CSc1nnc(SCCC(=O)O)s1
    -0.7 | 5.0
26. COc1ccc(Cl)cc1N1C(=O)CC(N2CCN(S(=O)(=O)c3ccccc3F)CC2)C1=O (stereo unspecified)
    -0.3 | 6.0
27. COc1ccc(-c2c(C)c3ccc(OCC(C)=O)cc3oc2=O)cc1
    1.0 | 31.2
28. CCCCn1c(N)c(N(CCOC)C(=O)C2CCN(S(=O)(=O)c3ccc(C)c(C)c3)CC2)c(=O)[nH]c1=O
    -0.4 | 19.4
29. Cc1nn(-c2ccccc2)c(N2CCCC2)c1/C=N/NC(=O)c1cc2ccccc2cc1O
    0.2 | 7.5
30. Cc1ccccc1NC(=O)CSc1n[nH]c(-c2ccccn2)n1
    -6.2 | 5.3

Following part:
Each structure is followed by: STK33 kinase inh | OX1R antag
31. CCC1CCCCN1CCCNC(=O)CCNC(=O)Cn1cnc2ccccc2c1=O (stereo unspecified)
    -1.0 | 11.8
32. OCCCc1cn(-c2ccccc2)c2ccccc12
    0.2 | 20.9
33. CN1C=C(C(F)(F)F)C=C/C1=C(\C#N)c1nnc2n1CCCCC2
    -0.1 | 14.6
34. CCOc1ccc2ccccc2c1/C=N/n1cncn1
    -0.8 | 20.5
35. COc1cccc(CN2CC(C(=O)NCCOc3ccccc3F)CCC2=O)c1 (stereo unspecified)
    1.7 | 13.4
36. Cc1nc2c(ncn2-c2ccccc2)c(=O)n1NC(=O)CN1CCCC1
    -1.2 | 19.4
37. COc1ccc(S(=O)(=O)N2CC(C(=O)O)Oc3ccc(CC(=O)O)cc32)cc1 (stereo unspecified)
    -0.4 | 14.7
38. Cc1c(C(=O)N2CC(C)OC(C)C2)sc2nc(-c3ccccc3)cn12 (stereo unspecified)
    -0.2 | 19.5
39. CNC(=S)N/N=C/c1cn(Cc2ccc(C)cc2)c2ccccc12
    -1.0 | 12.6
40. C/C(=N/NC(=O)Cc1cc(=O)[nH][nH]1)c1ccc([N+](=O)[O-])cc1
    -1.1 | 25.9

In another format: results already given
(32) OCCCc1cn(-c2ccccc2)c2ccccc12
  STK33 kinase inh: 0.2
  OX1R antag: 20.9

(36) Cc1nc2c(ncn2-c2ccccc2)c(=O)n1NC(=O)CN1CCCC1
  STK33 kinase inh: -1.2
  OX1R antag: 19.4

(more compounds)
Each structure is followed by: STK33 kinase inh | OX1R antag
41. Cc1ccccc1NS(=O)(=O)c1ccc(NC(=O)c2nc3ncccn3n2)cc1
    -3.7 | 10.0
42. O=C(/C=C\c1ccc(-c2ccccc2)o1)c1ccccc1
    -3.2 | 9.2
43. O=C(CNC(=O)c1ccco1)OC(C(=O)c1ccccc1)c1ccccc1 (stereo unspecified)
    -0.2 | 14.6
44. CC(C)CC(=O)NC1(C(F)(F)F)C(=O)N(CC(C)C)C2=C1C(=O)CC(C)(C)C2 (stereo unspecified)
    -2.1 | 12.3
45. C#CCOc1ccc(/C=C2/C(=O)NN(c3ccc(F)cc3)C2=O)cc1OC
    -0.8 | -7.4
46. CCCCn1c(N)c(N(CCOC)C(=O)c2cc(-c3ccc(F)cc3)nc3ccccc23)c(=O)[nH]c1=O
    0.7 | 5.0
47. Brc1ccc(C2=CSC3=NCCN23)cc1
    -0.8 | 3.9
48. COc1ccc(-c2nnc(SCc3cccnc3)o2)cc1
    -1.5 | 24.1
49. COC(=O)c1nc2n(n1)C(c1cc(OC)ccc1OC)C(C(=O)OC1CCCCC1)=C(C)N2 (stereo unspecified)
    2.2 | 1.0
50. CC1CCCCC1NC(=O)CCn1c(=O)oc2ccccc21 (stereo unspecified)
    -0.5 | 7.4

More compounds.
item | structure | STK33 kinase inh | OX1R antag
51 | Cc1onc(-c2c(Cl)cccc2Cl)c1NC(=O)N(C)N | 0.0 | -3.2
52 | CCN(CC(=O)Nc1cc(Cl)ccc1C)C(=O)CCOc1ccc(C)cc1 | -1.4 | 27.8
53 | Cc1cc(=O)[nH]c(=O)n1Cc1ccccc1 | -0.2 | 8.3
54 | CCCCC1CC(C)(C(=O)CSc2nc3ccccc3s2)OC1=O (stereo unspecified) | -1.5 | 37.8
55 | CC(=O)N(C)c1ccc(OCC(O)COc2ccc(N(C)C(C)=O)cc2)cc1 | -0.1 | 29.7
56 | COc1ccc(C2CC(c3cccs3)Nc3nnnn32)cc1 (stereo unspecified) | 1.6 | 7.0
57 | CC(C)(C)N1CC23CCC(C[C@@H]2C1=O)O3 (stereo partly specified) | -1.2 | 18.0
58 | CCN(c1cccc(C)c1)S(=O)(=O)c1ccc2[nH]c(=O)c(=O)[nH]c2c1 | 1.6 | 3.1
59 | CCC(CC)NC(=O)Cc1ccccc1[N+](=O)[O-] | -2.3 | 28.6
60 | O=S(=O)(NCCSc1ccc(Cl)cc1)c1ccc(F)cc1 | -0.1 | 6.9
61 | CCCc1cc(=O)oc2cc(C)cc(OCC(=O)O)c12 | -3.7 | 5.3
62 | CCNC(=O)N1CCN(S(=O)(=O)c2ccc3c(c2)OCCCO3)CC1 | -0.1 | 9.9
63 | Cn1c(=N)c(S(=O)(=O)c2ccccc2)cc2c(=O)n3ccccc3nc21 | -0.2 | 62.8
64 | Cn1c(CN2CCOCC2)nc2cc(NC(=O)c3ccc(F)cc3)ccc21 | 0.0 | 7.8
65 | C=CCc1c(OC)ccc2c1c(S(=O)(=O)c1ccc(C)cc1)cn2COC | -2.1 | 12.7

More entries.
item | structure | STK33 kinase inh | OX1R antag
66 | O=C(COC(=O)/C=C/c1cccs1)Nc1ccc(Cl)cc1F | -1.7 | 8.6
67 | COC(=O)c1ccccc1NC(=O)c1ccccc1OC | 3.8 | 25.0
68 | CCC(=O)Nc1ccc(S(=O)(=O)Nc2c(NC)c3ccccc3oc2=O)cc1 | -4.5 | 7.4
69 | CCn1c(SCC(=O)NC2CCCC2)nnc1-c1ccoc1C | -1.1 | 19.5
70 | O=C(NCCc1c[nH]c2ccc(Cl)cc12)c1ccc([N+](=O)[O-])cc1 | -3.9 | 21.2
71 | O=C(CCCN1C(=O)/C(=C\c2ccccc2)SC1=S)N1CCOCC1 | -0.4 | 31.6
72 | CC(C)(C)OC(=O)N1CCCC(C(=O)Nc2ccc(C(=O)N3CCCCC3)cc2)C1 (stereo unspecified) | -0.2 | 6.1
73 | Cc1c(Br)c([N+](=O)[O-])nn1CCCC(=O)Nc1sc2c(c1C(N)=O)CCC(C)C2 (stereo unspecified) | -0.7 | 3.0
74 | O=C(Nc1ccc(CN2CCS(=O)(=O)CC2)cc1)c1ccc(C(F)(F)F)cc1 | -0.7 | 3.4
75 | CCOc1ccc(CCNC(=O)CN2C(=O)CCSc3ccccc32)cc1 | 0.1 | 8.7
76 | COc1ccc2c(c1)[nH]c1c(N3CCSCC3)ncnc12 | 4.7 | 28.4
77 | Cc1ccc(S(=O)(=O)N(C)C)cc1NC(=O)c1cc(-c2ccco2)nc2ccccc12 | -1.0 | 34.3
78 | CC(C)(C)c1cc(C(=O)N/N=C/c2ccccc2O)n(-c2ccccc2)n1 | -0.7 | 21.1
79 | CCCN(Cc1nnc(-c2cccs2)o1)C(=O)CN1C(=O)NC2(CCCCC2C)C1=O (stereo unspecified) | -1.4 | 6.8
80 | CCS(=O)(=O)c1ccc2oc(SCC(=O)NC3CCCC(C)C3C)nc2c1 (stereo unspecified) | 1.7 | 15.0

The list continues.
item | structure | STK33 kinase inh | OX1R antag
81 | CC(C)NC(=O)c1ccc(COc2ccc(C(C)(C)C)cc2)o1 | 0.2 | 4.3
82 | Cc1c(C)n(CCc2c[nH]c3ccccc23)ccc1=O | -0.7 | 8.8
83 | CC(=O)c1ccc(S(=O)(=O)Nc2ccc(-c3ccc4nnc(C)n4n3)cc2)cc1 | 0.2 | 12.2
84 | Cc1ccccc1NC(=S)NCc1ccc2c(c1)OCO2 | 1.2 | 10.6
85 | O=C(CNS(=O)(=O)c1ccccc1)N1CCc2ccccc2C1 | -1.9 | -4.0
86 | CCCc1[nH]nc2c1C(c1cc(OC)ccc1F)C(C#N)=C(N)O2 (stereo unspecified) | 0.4 | 6.0
87 | CC1C(c2ccccc2)=[N+]([O-])C2(CCCCC2)N1O (stereo unspecified) | -0.6 | 11.5
88 | CCC(=O)N(c1ccc(F)cc1)C1C=CS(=O)(=O)C1 (stereo unspecified) | 0.3 | 12.4
89 | Cc1cc(C)nc(N2CCC(C(=O)NCCc3ccc(F)cc3)CC2)n1 | 0.4 | 14.1
90 | Cc1ccccc1N1C(=O)CN(Cc2sccc2C)C1=S | -1.1 | 17.7
91 | Cc1nnc(SCC(=O)NC2CC2)n1-c1ccccc1 | 2.2 | 11.0
92 | COc1ccc(NC(=O)c2cc(C)nc3ccccc23)cc1S(=O)(=O)N1CCOCC1 | 1.1 | 4.7
93 | CCC(CC)c1nnc(NC(=O)c2cc(C(=O)OC)cc([N+](=O)[O-])c2)s1 | 0.4 | 10.2
94 | Cc1noc(C)c1C(=O)Nc1ccc(C#N)cc1 | -2.0 | -9.3
95 | CCOC(=O)c1c(NC(=O)CCCN2CCOCC2)sc2c1CC(C)(C)OC2 | -0.6 | 29.9

The listing continues:
item | structure | STK33 kinase inh | OX1R antag
96 | COc1ccc(NC(=O)CSc2nnc(N)s2)cc1S(=O)(=O)N1CCCCC1 | -0.6 | -1.3
97 | COCc1cc(=O)[nH]c(Nc2nc3ccccc3o2)n1 | -1.1 | 26.4
98 | Nc1ccc(C(=O)N/N=C/c2cn(Cc3ccccc3F)c3ccccc23)cc1 | 3.3 | /
99 | CC(C)C(=O)N1CCc2cc(-c3csc(N)n3)ccc21 | -0.9 | 3.1
100 | Cc1onc(-c2c(F)cccc2Cl)c1C(=O)OCC(=O)NC1CC1 | 1.6 | 10.5
101 | CC1CCN(C(=O)CSc2nc(C(C)C)nc3c2c(=O)n(C)c(=O)n3C)CC1 | -0.8 | 11.0
102 | N#C/C(C(=S)Nc1ccccc1)=C1/NN=C(N2CCOCC2)N1c1ccccc1 | -1.9 | 14.4
103 | Cc1nn(S(=O)(=O)c2ccc(Cl)cc2)c(C)c1S(=O)(=O)N1CCOCC1 | -1.5 | 0.3
104 | Cc1ccc(NC(=O)NCC(c2cccnc2)N2CCOCC2)cc1 (stereo unspecified) | -1.3 | 8.2
105 | Cc1cc(=O)c(C(=O)O)nn1-c1cccc(C(F)(F)F)c1 | -0.8 | 5.0
106 | O=C(/C=C/c1cn(CC(O)CN2CCCCC2)c2ccccc12)c1cccs1 (stereo unspecified) | 17.5 | 15.7
107 | CCC(C)c1ccc(OCC(=O)Nc2ccc(Cl)cn2)cc1 (stereo unspecified) | -1.6 | 5.9
108 | CN=c1scc(-c2ccc(Cl)cc2)n1C | -3.6 | 14.8
109 | CC1CCN(C(=O)Cn2cc(C#N)c3ccccc32)CC1 | -1.8 | 21.0
110 | CC(=O)c1ccc(NC(=O)c2ccc(S(=O)(=O)N3CCCC3)cc2)cc1 | -1.6 | 9.7
111 | CC(C)c1ccc(/C=C/C(=O)NC(=S)Nc2ccc(CN3CCOCC3)cc2)cc1 | -0.7 | 24.2

Source: PubChem
